TRPM1 prom inh: inhibitors of MITF-driven TRPM1 promoter in melanoma cells | inhibition, % at 12.5 µM | 0.83% of 330,000 active | AID 488899 | SK-MEL-5 TRPM1 promoter luciferase, 24 h;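 active = mean inhibition across replicates of 60% or more, whatever share of single replicates reaches that level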; also: values of inactives mirror those of a sister screen read the other way
NR2E3 ag-1: activates human photoreceptor nuclear receptor NR2E3. AID 2300. GST-NR2E3/biotin-RetCOR TR-FRET, 1536-well. inhibition of corepressor binding, % at 4.78 µM. Q9Y5X4. 0.12% of 320,000 active;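 active = percent inhibition above the cutoff of mean plus 3 SD of all tested compounds, set per screening campaign, cut at about 20% in these data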;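 also: 0% = DMSO wells and 100% = biotin wells as full block of FRET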
Target sequence (Q9Y5X4 whole entry, looked up): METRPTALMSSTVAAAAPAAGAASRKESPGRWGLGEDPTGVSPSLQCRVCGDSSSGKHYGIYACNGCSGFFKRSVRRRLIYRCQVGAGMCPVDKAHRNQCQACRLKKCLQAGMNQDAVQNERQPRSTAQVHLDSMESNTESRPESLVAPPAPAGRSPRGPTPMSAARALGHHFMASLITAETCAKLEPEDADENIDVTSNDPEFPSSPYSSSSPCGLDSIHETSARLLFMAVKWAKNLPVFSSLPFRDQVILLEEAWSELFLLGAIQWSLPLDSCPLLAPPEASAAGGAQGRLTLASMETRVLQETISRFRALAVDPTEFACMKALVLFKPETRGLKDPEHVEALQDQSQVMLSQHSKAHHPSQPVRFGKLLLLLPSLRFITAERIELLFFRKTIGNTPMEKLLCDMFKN
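Material: NR2E3–RetCOR corepressor complex / Incubation: Compound–protein incubation for 5 h at 4 °C / Dosing: compound at 4.8 µM, single dose / Detection: time-resolved FRET / Benchmarks: high control biotin, low control 0.6% DMSO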
hiPSC survival: increases survival of single human iPS cells | 0.044% of 360,000 active | hiPSC single-cell survival, ATPlite luminescence; 100% = ROCK inhibitor wells, 0% = DMSO | AID 602274 | survival enhancement, % at 20 µM; in the data active = survival enhancement above about 18%;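 also: cells exposed to compounds for 16 hours before the ATP read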
HIF-2a inh: HIF-2a inhibition; 786-0 RCC cells HIF-2a reporter, luciferase luminescence, overnight; 0.72% of 360,000 active; AID 624352; inhibition, % at 18.8 µM;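 active = inhibition of the luminescence signal of 40% or more relative to plate controls, in a single-dose primary screen at 18.75 µM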
PDI inh: inhibitors of human protein disulfide isomerase; PDI insulin aggregation turbidity, A650, 90 min; inhibition, % at 10 µM; 0.052% of 350,000 active; AID 588391;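 active = mean inhibition across replicates of 30% or more, whatever share of single replicates reach that level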;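 also: absorbance from insulin aggregation driven by PDI reduction with DTT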
Target sequence (P07237 whole entry, looked up): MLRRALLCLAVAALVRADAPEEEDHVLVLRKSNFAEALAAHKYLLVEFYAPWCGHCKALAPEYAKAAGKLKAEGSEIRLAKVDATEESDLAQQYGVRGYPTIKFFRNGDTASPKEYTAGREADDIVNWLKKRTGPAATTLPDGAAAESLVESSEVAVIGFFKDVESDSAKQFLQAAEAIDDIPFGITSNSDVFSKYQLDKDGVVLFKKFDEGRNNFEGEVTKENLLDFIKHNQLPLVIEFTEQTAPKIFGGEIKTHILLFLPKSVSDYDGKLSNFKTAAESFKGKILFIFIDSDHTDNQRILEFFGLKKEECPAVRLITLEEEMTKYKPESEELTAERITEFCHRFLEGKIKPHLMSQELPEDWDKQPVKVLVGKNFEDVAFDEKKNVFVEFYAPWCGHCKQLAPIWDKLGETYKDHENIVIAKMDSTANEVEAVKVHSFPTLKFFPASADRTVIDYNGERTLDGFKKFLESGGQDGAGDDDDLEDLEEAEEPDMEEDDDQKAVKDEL
H9c2 protect: modulators protecting cardiomyocytes from myocardial damage | protection from H2O2 cell death, % at 20 µM | AID 588492 | H9c2 cardiomyocytes, H2O2 injury protection, ATPLite, 2 h | 0.63% of 360,000 active;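 active = compounds giving at least 50% protection of heart cells from peroxide-induced death in the single-dose screen, raw or plate-pattern-corrected value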;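 also: 0% = DMSO wells with peroxide and 100% = DMSO wells without peroxide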
CaV13 FRET inh: Primary screen for inhibitors of IQ motif and Ca2+-dependent inactivation inhibitor domain binding in CACNA1D, Förster resonance energy transfer in living cells, …. inhibition, % at 12.3 µM. 0.098% of 340,000 active. HEK cells, CFP/YFP FRET ICDI-IQ, plate reader, 10 min; percent FRET-ratio fall versus neutral wells;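 active = mean replicate inhibition of at least 30% and at least 1% of replicates passing that level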;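 also: 0% = median of the neutral control wells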
m5-HT2A agonist: activates the mouse 5-HT2A serotonin receptor | CHO-K1 mHTR2A beta-arrestin complementation, luminescence; percent of 30 µM serotonin response | activation, % at 7.6 µM | 0.66% of 360,000 active | AID 624169;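 active = activation above a run cutoff, the mean activation of all tested compounds plus 3 SD, cut at about 14% in these data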;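 also: 0% = plate median of compound wells and 100% = 30 µM serotonin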
Peg3 promoter: reduces Peg3 promoter-driven luciferase expression in HeLa | inhibition, % at 20 µM | 1.7% of 360,000 active | HeLa PEG-Prom luciferase reporter, luminescence, overnight;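 active = inhibition of at least 50% at 20 µM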
NR2E3 ag-2: human photoreceptor-specific nuclear receptor agonism | AID 602229 | CHO-S Gal4-NCOR/VP16-NR2E3 two-hybrid, luciferase | 0.35% of 360,000 active | inhibition of corepressor binding, % at 3.98 µM | Q9Y5X4;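 active = inhibition above the mean of all tested compounds plus 3 SD, cut at about 70% in these data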;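 also: 0% = DMSO with NR2E3 transfected cells and 100% = cells lacking NR2E3 construct; higher means lower luciferase signal from less NR2E3 corepressor binding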
Shn3 inh set2: Schnurri-3 reporter inhibition in Clone20 osteoblasts. inhibition, % at 12.5 µM. AID 588674. Clone20 osteoblast Shn3 3'UTR firefly luciferase, 24 h. 0.52% of 360,000 active;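 active = mean inhibition of at least 75% with every replicate also reaching 75%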;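 also: 0% = median of neutral control wells and 100% = pilot-screen positive control compound; some compounds past the cut are filed as inactive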
* = called active by the depositor; . = no result given; & = joins results of further samples.

SMILES	TRPM1 prom inh	NR2E3 ag-1	hiPSC survival	HIF-2a inh	PDI inh	H9c2 protect	CaV13 FRET inh	m5-HT2A agonist	Peg3 promoter	NR2E3 ag-2	Shn3 inh set2
O=C(NCCc1ccccc1F)C1CC(=O)N(c2ccccc2)C1 (stereo not given)	17	1	-0.2	8	6	-2	-5	-7	14	-22	18
Cn1c(SCC#N)nnc1-c1cnccn1	0	-3	-2.7	15	2	-4	-9	-3	-5	-14	2
COc1ccc(C2CC(C(F)(F)F)n3nc(C(=O)NCc4c(C)nn(C)c4C)c(Cl)c3N2)cc1 (stereo not given)	30	2	-0.7	0	-3	-8	.	-2	15	-1	70
COC(=O)C1=C(C)N(c2ccc(C)c(C)c2)/C(=C/c2cccs2)C1=O	13	0	1.3	18	-3	3	-8	1	33	3	17
CC1CC(C)CN(C(=O)Cn2c(-c3nonc3N)nc3ccccc32)C1 (stereo not given)	0	3	1.4	17	-3	9	-4	-1	19	-8	-6
CCNC(=O)NC(=O)C(C)OC(=O)c1ccc(-n2nc(SC)sc2=S)cc1 (stereo not given)	-3	-4	-0.2	-10	6	0	-5	5	-35	-10	5
CCOC(=O)c1c(CN2CCCCC2)oc2ccc(OC)cc12	-22&1	6&-3	-1.7&1.2	7&26	-7&7	2&-7	-8&-8	-3&0	7&24	-15&-37	8&-1
CCn1c(=O)c(C(=O)Nc2ccc(C)cc2C)c(O)c2ccccc21	0	0	-0.6	-26	-8	13	.	0	-44	-24	-4
Cc1cc(C)nc(N(C#N)S(=O)(=O)c2ccccc2)n1	5	0	-0.6	17	1	-4	-1	1	5	-6	9
N#Cc1c(NC(=O)C2CCCO2)sc2c1CCCCC2 (stereo not given)	-70	0	1.3	-294	-6	-21	-7	0	-309	-134	-77
CC(OC(=O)c1cnc(Cl)c(Cl)c1)C(=O)NCc1ccccc1 (stereo not given)	9	2	1.9	23	-18	-1	-19	1	11	-2	13
CCCCC(=O)NC(c1ccccc1Cl)c1ccc2cccnc2c1O (stereo not given)	71*	4	-0.2	13	1	45	-6	-4	58*	-40	88*
Cc1cccc(/C=C(\C#N)C(=O)Nc2ccccn2)c1	0	3	1.5	9	6	0	-7	-3	11	-20	8
CCc1cccc(C)c1NC(=O)COC(=O)c1c2c(nc3ccccc13)/C(=C\c1cccs1)CCC2	13	1	-0.7	20	-8	1	-10	-2	17	-26	44
O=C(Nc1ccc(S(=O)(=O)Nc2cnc3ccccc3n2)cc1)c1ccc(Cl)c([N+](=O)[O-])c1	11	1	-0.7	12	-1	-5	-4	3	1	-2	2
CCOc1ccc(/C=C2/SC(=S)N(C(C(=O)O)c3ccccc3)C2=O)cc1OCC (stereo not given)	0	.	1.1	15	15	-8	-7	-1	4	-16	0
COc1ccc(S(=O)(=O)N2CCN(C)CC2)cc1C(=O)N1CCCCC1	-5	0	0.0	10	2	2	.	2	3	17	-23
COc1ccc(C(c2nnnn2C2CCCCC2)N2CCN(C)CC2)c(OC)c1 (stereo not given)	2	4	1.5	13	-2	-2	4	-4	15	-21	-43
COc1ccccc1C(=O)NN1C(=O)C2C3C=CC(O3)C2C1=O (stereo not given)	10	-2	7.3	16	-2	0	-5	-1	17	4	1
COc1ccccc1C1c2c(C)nn(-c3ccccc3)c2NC(=O)C1NC(=O)c1ccccc1 (stereo not given)	-3	-1	-0.7	25	3	0	-3	-2	23	17	15
CC(C)NC(=O)CSc1c2c(nc3ccccc13)CCCC2	4	2	-3.8	7	-3	4	-5	-1	16	-33	15
CC(Oc1cccc(Cl)c1)C(=O)Nc1ccccc1N1CCCC1 (stereo not given)	26	0	1.0	6	-5	-1	-14	4	1	22	-6
Cc1cc(Br)ccc1OCCCCN1CCC(C)CC1	-9	1	-3.1	19	1	12	-5	-4	-17	20	3
COc1cc(Br)c(CC(=O)NC2CC2)cc1OC	15	4	0.3	12	1	3	-7	-3	5	14	5
COCCNc1nc(C)cc(-c2cc(C(=O)NCc3ccccc3)on2)n1	7	-4	-1.1	4	-2	0	-9	-2	-3	-12	2

Part of the list above, set out differently.
> O=C(Nc1ccc(S(=O)(=O)Nc2cnc3ccccc3n2)cc1)c1ccc(Cl)c([N+](=O)[O-])c1
  TRPM1 prom inh: 11
  NR2E3 ag-1: 1
  hiPSC survival: -0.7
  HIF-2a inh: 12
  PDI inh: -1
  H9c2 protect: -5
  CaV13 FRET inh: -4
  m5-HT2A agonist: 3
  Peg3 promoter: 1
  NR2E3 ag-2: -2
  Shn3 inh set2: 2
> CCOc1ccc(/C=C2/SC(=S)N(C(C(=O)O)c3ccccc3)C2=O)cc1OCC (stereo not given)
  TRPM1 prom inh: 0
  NR2E3 ag-1: .
  hiPSC survival: 1.1
  HIF-2a inh: 15
  PDI inh: 15
  H9c2 protect: -8
  CaV13 FRET inh: -7
  m5-HT2A agonist: -1
  Peg3 promoter: 4
  NR2E3 ag-2: -16
  Shn3 inh set2: 0

Further records.
SMILES	TRPM1 prom inh	NR2E3 ag-1	hiPSC survival	HIF-2a inh	PDI inh	H9c2 protect	CaV13 FRET inh	m5-HT2A agonist	Peg3 promoter	NR2E3 ag-2	Shn3 inh set2
COC(=O)c1sc(-c2ccc(Cl)cc2)cc1NC(=O)/C=C/C(=O)O	-5	3	-0.8	-53	4	-7	-5	-4	-26	-57	.
Cc1cccc(NS(=O)(=O)c2c(C(=O)N3CCOCC3)c(C)n(C)c2C)c1C	2	2	-0.1	8	-3	-4	-2	5	-4	1	12
COc1ccc(NC(=O)Cc2nnc(N)s2)cc1	16	-2	-0.5	4	13	10	-7	-2	-15	8	-28
Nc1nc(N)nc(-c2ccc(Cl)c(Cl)c2)n1	-78	-1	-2.1	-233	-23	-2	-7	4	-302	-114	-132
C[C@@H]1COC(=O)[C@@H](CC(=O)OC(C)(C)C)C/C=C\C[C@@H](CC(=O)N(CCO)Cc2ccccc2)C(=O)N1	5	.	-0.5	2	-25	6	-7	4	4	-27	-29
O=C(O)c1ccccc1C(=O)N1CCc2c([nH]c3ccccc23)C1C(F)(F)F (stereo not given)	.	1	0.9	19	2	-1	-7	3	13	-21	.
COc1ccc(-n2nc3c(c2NC(=O)c2ccc(Br)o2)CS(=O)(=O)C3)cc1	8	5	1.0	14	1	5	-6	2	-2	-6	-16
CCCCn1c(N)c(N(CCC(C)C)C(=O)c2[nH]c(C)c(C(=O)OCC)c2C)c(=O)[nH]c1=O	0	3	0.3	-14	-2	0	-6	1	-14	12	6
CCCCN(Cc1ccccc1)S(=O)(=O)c1cc2c(cc1Br)CC(C)N2C(C)=O (stereo not given)	1	.	4.1	-11	12	-15	-9	-8	30	-18	-8
CS(=O)(=O)Nc1ccc(C(=O)N2CCc3ccccc3C2)cc1	-1	-2	-2.0	13	-6	0	-2	1	5	-13	-18
CCN(c1ccccc1)S(=O)(=O)c1ccc(Cl)c(NC(=O)CSc2ncn[nH]2)c1	-9	0	1.2	22	6	-6	-3	-2	27	-18	6
COc1ccccc1C(=O)C1CCCN(C(=O)c2cnn(C(C)C)c2)C1 (stereo not given)	-5	-1	0.6	-11	-4	2	-6	-4	5	-10	4
COc1ccc(CNc2cccc(C)n2)c(O)c1	-5	-2	1.3	5	1	2	-1	-4	8	-21	2
CCn1ncc(C(=O)Nc2ccc(S(=O)(=O)N3CCCC3)cc2)c1C	8	6	0.1	-8	2	2	-6	-3	-1	-20	6
COc1cc2c(cc1OC)CN(C(C)C(=O)N1CCc3ccccc31)CC2 (stereo not given)	12	4	3.8	17	1	1	.	1	-9	-19	8
COc1ccc(N2CCN(C(c3nnnn3C3CCCC3)C(C)C)CC2)cc1 (stereo not given)	12	-4	-1.0	15	-2	-2	3	2	19	-3	22
COc1ccc(NC(=O)c2nc3nccc(C)n3n2)cn1	-40	-2	1.8	-156	-13	2	-2	6	-101	-59	-32
COc1ccc2c(c1)c1nc3ccccc3nc1n2CC(=O)OC(C)C	13	-1	-2.1	-2	6	-11	-5	-2	55*	-7	-12
CCCC(=O)N(Cc1cc2ccccc2[nH]c1=O)c1ccccc1OC	8	2	-1.7	1	1	2	-5	2	0	9	1
O=c1c([N+](=O)[O-])c(NC2CCCCC2)c2ccccc2n1-c1ccccc1	5	5	-0.1	-13	7	-9	.	-2	32	-17	6
Fc1ccc(-c2nc(-c3cnccn3)no2)c(Cl)c1	-15	2	-0.7	-126	0	-15	-5	-3	-149	-173	-96
CCOc1ccccc1OCC(=O)Nc1cc2c(cc1C(=O)O)OCCCO2	3	4	0.2	7	3	-1	-3	3	-11	-34	-14
COc1ccc(S(=O)(=O)N2CCN(C(=O)c3cnc(C)cn3)CC2)cc1	-13	0	2.4	12	0	-3	-5	8	4	-22	5
CCCC(C(=O)Nc1ccc(S(=O)(=O)N2CCOCC2)cc1)c1ccccc1 (stereo not given)	1	-2	0.0	24	6	-7	-3	-11	14	-29	17
CCN(CC)S(=O)(=O)c1cccc(C(=O)N[C@H](C(=O)OCC(=O)NC(=O)NC)C(C)C)c1	-9	-2	1.7	13	-8	-5	-4	11	18	-12	-18
Cc1ccc(Sc2ncnc3onc(C)c23)cc1	7	1	-1.5	18	-11	11	-3	-6	4	-31	-10

Complete entries, looked up by structure. Order of values: TRPM1 prom inh | NR2E3 ag-1 | hiPSC survival | HIF-2a inh | PDI inh | H9c2 protect | CaV13 FRET inh | m5-HT2A agonist | Peg3 promoter | NR2E3 ag-2 | Shn3 inh set2
Profile of CCCC(C(=O)Nc1ccc(S(=O)(=O)N2CCOCC2)cc1)c1ccccc1 (stereo not given) = 1 | -2 | 0.0 | 24 | 6 | -7 | -3 | -11 | 14 | -29 | 17
Profile of COC(=O)c1sc(-c2ccc(Cl)cc2)cc1NC(=O)/C=C/C(=O)O = -5 | 3 | -0.8 | -53 | 4 | -7 | -5 | -4 | -26 | -57 | .
Profile of Fc1ccc(-c2nc(-c3cnccn3)no2)c(Cl)c1 = -15 | 2 | -0.7 | -126 | 0 | -15 | -5 | -3 | -149 | -173 | -96

Entries above printed as active in Peg3 promoter:
Compound	TRPM1 prom inh	NR2E3 ag-1	HIF-2a inh	PDI inh	CaV13 FRET inh	m5-HT2A agonist	Peg3 promoter	NR2E3 ag-2	Shn3 inh set2
CCCCC(=O)NC(c1ccccc1Cl)c1ccc2cccnc2c1O (stereo not given)	71*	4	13	1	-6	-4	58*	-40	88*
COc1ccc2c(c1)c1nc3ccccc3nc1n2CC(=O)OC(C)C	13	-1	-2	6	-5	-2	55*	-7	-12
